STAT3 blocker = inhibitors of IL-6 induced STAT3 signaling; U3A cells, IL-6 STAT3-luciferase reporter, luminescence; host cell line lacks STAT1; inhibition, % at 5.5 µM; 0.89% of 190,000 active;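 active = inhibition above the mean inhibition across all screened compounds plus 3 SD, cut at about 44% in these data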;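 note: 0% = DMSO only wells and 100% = 100 µM nifuroxazide control wells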
PPARg SRC1 recr = agonists of human PPARgamma SRC-1 coactivator recruitment | P37231 | PPARgamma-SRC-1 coactivator recruitment biochemical assay | activation, % at 8 µM | 0.41% of 200,000 active; in the data active = activation above about 19%;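 note: 0% = DMSO and 100% = reference agonist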
STAT1 blocker = inhibitors of IFN-gamma induced STAT1 signaling; NIH 3T3 STAT1-luciferase reporter, luminescence; inhibition, % at 5.5 µM; 0.35% of 200,000 active; AID 920;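 active = inhibition above a set limit, the mean inhibition across all tested compounds plus 3 SD, cut at about 34% in these data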;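 note: 0% = IFN-gamma with DMSO and 100% = IFN-gamma with 300 µM nifuroxazide; values of inactives mirror those of a sister screen read the other way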
STAT3 activator = increases IL-6 driven STAT3 reporter signal; U3A cells, IL-6 STAT3-luciferase reporter, luminescence; 100% = signal with IL-6 EC80 alone; activation (% of control), % at 5.6 µM; 0.91% of 190,000 active; AID 871;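 active = activation above the screen-wide mean of compound activation plus 3 SD, cut at about 130% in these data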;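 note: 0% = background luminescence of wells with medium and substrate only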
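System – human U3A cells carrying STAT3-luciferase construct · Probe or stimulus – Interleukin-6, 33 ng/mL · Schedule – compound 1 h, then IL-6 6 h at 37 °C · Signal – luminescence from STAT3-driven luciferase reporter · Evaluation – percent of IL-6-only median luminescence · Benchmarks – IL-6-only high control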
S1P3 antagonist = blocks the human S1P3 receptor; CHO S1P3 NFAT-BLA reporter, FRET fluorescence, antagonist mode; 0.27% of 170,000 active; AID 485; inhibition, % at 4.98 µM; Q99500;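 active = inhibition above the plate cutoff, the mean inhibition of test wells on that plate plus 3 SD, cut at about 28% in these data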;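 note: cells challenged with S1P at its EC80 of 0.8 µM; blue over green emission ratio from cleaved BLA substrate after 4 h stimulation; 0% = S1P-stimulated wells and 100% = unstimulated DMSO-only wells; some compounds past the cut are filed as inactive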
Target sequence (Q99500 whole entry, looked up): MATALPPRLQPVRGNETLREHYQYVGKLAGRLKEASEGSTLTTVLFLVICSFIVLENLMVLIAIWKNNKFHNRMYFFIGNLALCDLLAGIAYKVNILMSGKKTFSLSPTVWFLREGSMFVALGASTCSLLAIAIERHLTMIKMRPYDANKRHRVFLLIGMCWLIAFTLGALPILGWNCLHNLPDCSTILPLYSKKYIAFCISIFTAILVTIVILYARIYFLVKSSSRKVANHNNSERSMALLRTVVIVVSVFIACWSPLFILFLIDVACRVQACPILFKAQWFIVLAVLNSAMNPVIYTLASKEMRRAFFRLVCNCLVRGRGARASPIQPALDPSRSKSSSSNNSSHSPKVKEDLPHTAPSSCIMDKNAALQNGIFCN
SRC2 TRFRET art = flags TR-FRET format artefacts in PPARgamma SRC-2 recruitment agonist screen; TR-FRET artefact counter-screen; active compounds read high; TR-FRET ratio at 8 µM; 0.4% of 200,000 active; in the data active = TR-FRET ratio above about 2000; note: inactives centre near 1500
RAM network inh = blocks the yeast RAM network | 1.8% of 190,000 active | AID 868 | S. cerevisiae dse1pr::URA3 reporter, 5-FOA growth OD615, 2 d; analog-sensitive cbk1-as2 kinase mutant strain | inhibition, % at 50 µM;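 active = inhibition above a set limit, 3 SD over mean compound inhibition, cut at about 8.4% in these data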;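 note: 0% = DMSO-only wells with no growth and 100% = 10 µM 1-NA-PP1 full growth; inhibition rescues growth on 5-FOA so higher OD means more RAM inhibition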
PPARg SRC2 recr = PPARgamma-driven SRC-2 recruitment agonism | activation, % at 8 µM | PPARgamma LBD-SRC-2 recruitment, biochemical | 0.34% of 200,000 active; in the data active = activation above about 22%;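 note: 0% = vehicle and 100% = reference agonist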
TLR4 MyD88 comp = blocks binding of human TLR4 to MyD88 | O00206+Q99836 | inhibition, % at 8.4 µM | 0.18% of 200,000 active | AID 861 | HeLa CL3-4 TLR4/MyD88 BLA complementation, FRET ratio; in the data active = inhibition above about 25%;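 note: 0% = vehicle and 100% = reference inhibitor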
ROMK mod = human ROMK K+ channel modulation, primary screen; P48048; Tet-inducible ROMK, thallium flux fluorescence; actives lie on both sides; B-score at 10 µM; 2% of 130,000 active; AID 1918;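 active = signal ratio slope over the read window, or its plate-corrected B-score, at least 3 SD from the plate mean, either direction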;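 note: B-score of the F/F0 ratio slope over 7 to 12 s after thallium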
PPARg SRC-3 ag = PPARgamma-driven SRC-3 recruitment agonism. P37231. biochemical PPARgamma/SRC-3 coactivator recruitment assay. activation, % at 8 µM. 0.26% of 200,000 active; in the data active = activation above about 23%;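 note: 0% = DMSO and 100% = reference agonist; some compounds past the cut are filed as inactive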
* = called active by the depositor; x = not tested or not shown.

SMILES	STAT3 blocker	PPARg SRC1 recr	STAT1 blocker	STAT3 activator	S1P3 antagonist	SRC2 TRFRET art	RAM network inh	PPARg SRC2 recr	TLR4 MyD88 comp	ROMK mod	PPARg SRC-3 ag
CCC(C)(C(=O)NC1CCCCC1)N(Cc1ccco1)C(=O)Cc1cccs1 (configuration not stated)	-1	7	2	104	x	1567	2.2	14	6	x	8
CCN(c1ccc(C)c(C)c1)S(=O)(=O)c1c(C)[nH]c(=O)[nH]c1=O	9	0	1	93	x	1638	1.3	9	5	0.36	3
Cn1c(SCC(=O)N2c3ccccc3Sc3ccccc32)nnc1-c1ccco1	-2	-8	9	105	20	1568	0.9	2	7	0.41	3
CC(C)NC(=O)NC(=O)CSc1ncc(C(F)(F)F)cc1Cl	26	1	7	85	12	1458	7.2	2	-4	-0.012	3
CNc1c(N)n(Cc2ccccc2)c(=O)[nH]c1=O	8	-6	-6	97	x	1331	1.4	-6	16	-2.2	-5
CC(=O)Nc1cccc(N=NN2CCCCC2)c1	3	4	-11	101	0	1652	1.5	6	1	0.041	9
Clc1cccc(-c2nc3nc4ccccc4nc3n2Cc2ccccc2)c1	3	-7	-3	96	-17	1597	3.0	-9	-12	-0.0092	-1
C=CCOc1c(Br)cc(CNc2ccc(NC(=O)CCC)cc2)cc1OCC	14	-6	-2	90	x	1256	3.2	-8	1	x	-5
Cn1c(SCC(=O)Nc2nccs2)nnc1-c1ccc(S(=O)(=O)N2CCCC2)cc1	9	0	2	95	x	1521	-0.1	0	-14	0.69	5
Cc1c(Cl)cccc1NC(=S)/C(=C(\[O-])c1ccc(Cl)s1)[n+]1ccccc1	6	4	4	94	7	1494	4.0	4	-1	0.48	2
Cc1nc(SCC(=O)Nc2ccc3c(c2)OCO3)c(C#N)c2c1CCCC2	32	7	11	78	x	1632	4.5	3	10	-0.2	-4
O=C(CSc1nnc(-c2ccccc2)c(-c2ccccc2)n1)Nc1ccc(Br)cn1	-7	-1	11	101	-2	1434	6.3	-2	-10	x	-4
O=C(COc1ncnc2c(Cl)cc(Cl)cc12)NCCC1=CCCCC1	4	3	4	103	x	1366	2.1	-2	2	0.24	-3
CCCc1nn(C)c(C(=O)Nc2cccc3ccccc23)c1Cl	-3	5	-3	103	-7	1754	5.3	0	-13	x	1
O=C(Cn1ccc([N+](=O)[O-])n1)Nc1nccs1	4	5	4	96	0	1700	0.4	-8	-8	-0.35	2
CSc1nnc([C@@H](NC(=O)OC(C)(C)C)C(C)C)o1	8	-3	-4	98	2	1435	-0.3	-1	-1	x	-6
CCOC(=O)N1CCN(C(=O)CN(c2ccc(OC)cc2)S(C)(=O)=O)CC1	4	5	-1	99	x	1688	0.3	9	2	0.63	-2
CCOC(=O)C1C(=O)CC(C)(O)C(C(=O)OCC)C1c1ccc(F)cc1 (configuration not stated)	-6	6	-1	102	x	1211	1.9	-7	19	-0.46	-8
CC(=O)NCC12CC3CC(C1)CC(C(=O)O)(C3)C2	9	1	-5	101	-8	1509	-0.2	1	-9	x	-11
Cc1cc2c(nc1C)CCCN2C[C@@H](C)O/N=C1/[C@H]2CCn3c(=O)n(-c4ccccc4)c(=O)n3[C@H]2[C@H](O)[C@@H]2O[C@H]12	-6	7	0	103	-5	1469	-0.1	6	-14	0.13	2
CCOc1ccc(-c2[nH]ncc2Oc2cccc(OC)c2)c(O)c1	6	10	-3	97	-52	1601	-1.0	2	-12	1.4	-2
CCOc1ccc(N/C(=C(/C(Cl)=C(Cl)Cl)[N+](=O)[O-])n2cncn2)cc1	22	1	2	86	x	1601	0.4	-12	8	-1.9	2
CC(C)NC(=O)CSCc1c(F)cccc1Cl	13	2	10	90	x	1623	0.2	7	2	x	5
O=S(=O)(c1cc(Cl)ccc1Cl)n1nnc2ccccc21	6	-1	-8	98	24	1716	1.6	7	4	x	17

Some of these compounds in order of their number in TLR4 MyD88 comp, descending.
smiles	TLR4 MyD88 comp
CCC(C)(C(=O)NC1CCCCC1)N(Cc1ccco1)C(=O)Cc1cccs1 (configuration not stated)	6
O=C(COc1ncnc2c(Cl)cc(Cl)cc12)NCCC1=CCCCC1	2
Cc1c(Cl)cccc1NC(=S)/C(=C(\[O-])c1ccc(Cl)s1)[n+]1ccccc1	-1

An excerpt from above, limited to PPARg SRC1 recr and PPARg SRC-3 ag:
mol,PPARg SRC1 recr,PPARg SRC-3 ag
CCOC(=O)C1C(=O)CC(C)(O)C(C(=O)OCC)C1c1ccc(F)cc1 (configuration not stated),6,-8
O=S(=O)(c1cc(Cl)ccc1Cl)n1nnc2ccccc21,-1,17
CSc1nnc([C@@H](NC(=O)OC(C)(C)C)C(C)C)o1,-3,-6
CNc1c(N)n(Cc2ccccc2)c(=O)[nH]c1=O,-6,-5
CCOc1ccc(N/C(=C(/C(Cl)=C(Cl)Cl)[N+](=O)[O-])n2cncn2)cc1,1,2
C=CCOc1c(Br)cc(CNc2ccc(NC(=O)CCC)cc2)cc1OCC,-6,-5

Reprinted at random: two records from the list
SMILES	STAT3 blocker	PPARg SRC1 recr	STAT1 blocker	STAT3 activator	S1P3 antagonist	SRC2 TRFRET art	RAM network inh	PPARg SRC2 recr	TLR4 MyD88 comp	ROMK mod	PPARg SRC-3 ag
CCOC(=O)N1CCN(C(=O)CN(c2ccc(OC)cc2)S(C)(=O)=O)CC1	4	5	-1	99	x	1688	0.3	9	2	0.63	-2
CCOc1ccc(N/C(=C(/C(Cl)=C(Cl)Cl)[N+](=O)[O-])n2cncn2)cc1	22	1	2	86	x	1601	0.4	-12	8	-1.9	2

Assay outcomes from PubChem BioAssay.
